DUSP3 inh = DUSP3 (human) phosphatase inhibition; recombinant VHR phosphatase, pNPP absorbance; inhibition, % at 13.3 µM; 290,000 compounds, 0.52% hits; in the data active = inhibition above about 50%; also: some compounds called inactive have numbers as strong as hits
Target sequence (P51452 whole entry, looked up): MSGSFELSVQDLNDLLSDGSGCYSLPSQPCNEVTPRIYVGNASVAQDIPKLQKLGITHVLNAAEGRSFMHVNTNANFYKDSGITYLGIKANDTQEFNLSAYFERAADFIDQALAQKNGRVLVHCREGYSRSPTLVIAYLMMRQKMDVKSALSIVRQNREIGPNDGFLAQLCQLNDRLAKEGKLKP
SARS 3CLpro inh = SARS-CoV 3CLpro protease inhibition; 290,000 compounds, 0.14% hits; inhibition, % at 6 µM; recombinant SARS-CoV 3CLpro, quenched FRET peptide cleavage; in the data active = inhibition above about 12%
BioA inh = BioA (M. tuberculosis) enzyme inhibition. purified M. tuberculosis BioA enzyme, plate reader. inhibition, % at 9.99 µM. 360,000 compounds, 0.096% hits. AID 602481; in the data active = inhibition above about 40%
SSB-PriA inh = blocks PriA binding to SSB C-terminal tail | AID 1272365 | inhibition, % at 33 µM | 430,000 compounds, 0.6% hits | AlphaScreen SSBct-PriA binding, biotinylated peptide; in the data active = inhibition mostly above about 37%, no sharp cut-off; inactive = mostly below about 20%;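 also: plate controls were negative control peptide for no effect and reference peptide for full effect; strong numbers were not always called active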
UGM FP inh = inhibitors of M. tuberculosis UDP-galactopyranose mutase. purified UGM, fluorescence polarization probe displacement. inhibition, % at 10 µM. 320,000 compounds, 0.06% hits; in the data active = inhibition above about 10%, passing the limit was not always enough
MazEF act = MazEF (E. coli) toxin RNase activation; FAM/BHQ RNA-DNA oligo cleavage fluorescence, 5 h; activation, % at 20 µM; 350,000 compounds, 0.32% hits; in the data active = activation above about 50%
Target sequence (P0AE70 whole entry, looked up): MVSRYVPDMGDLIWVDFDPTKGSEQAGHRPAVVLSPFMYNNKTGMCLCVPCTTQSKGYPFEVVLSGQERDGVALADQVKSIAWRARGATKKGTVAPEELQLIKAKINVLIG
Rv3671c inh = Rv3671c (M. tuberculosis) protease inhibition. inhibition, % at 5.96 µM. P9WHR9. 320,000 compounds, 0.048% hits. AID 2606; in the data active = inhibition above about 38%;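 also: extracellular domain of Rv3671c used as enzyme; 0% = enzyme with DMSO and 100% = no enzyme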
BH1578 lux ind = quorum light induction in luxS cqsA deficient V. cholerae; V. cholerae BH1578 lux reporter, luminescence, 6 h; activation, % at 18.7 µM; 350,000 compounds, 0.16% hits; AID 588436; in the data active = activation mostly above about 9.7%, no sharp cut-off; also: not every result past the cut was called active; inactives centre near 0; reference of the scale not given here
Mtb FBA inh = inhibitors of M. tuberculosis fructose-bisphosphate aldolase; purified M. tuberculosis FBA, fluorescence read-out; inhibition, % at 1 µM; 360,000 compounds, 2.3% hits; AID 588726; in the data active = inhibition above about 27%;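 also: 0% = vehicle and 100% = reference inhibitor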
Target sequence (P9WQA3 whole entry, looked up): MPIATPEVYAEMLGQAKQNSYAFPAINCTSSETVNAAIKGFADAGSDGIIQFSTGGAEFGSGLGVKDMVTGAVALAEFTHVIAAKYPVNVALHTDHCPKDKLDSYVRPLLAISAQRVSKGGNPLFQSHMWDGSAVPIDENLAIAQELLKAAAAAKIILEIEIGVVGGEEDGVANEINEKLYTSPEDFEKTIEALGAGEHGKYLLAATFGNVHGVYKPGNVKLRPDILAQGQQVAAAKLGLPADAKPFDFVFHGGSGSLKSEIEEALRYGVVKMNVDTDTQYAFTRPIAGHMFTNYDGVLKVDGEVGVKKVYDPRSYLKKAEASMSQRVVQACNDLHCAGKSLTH
GDH-TPI inh = counter-screen for M. tuberculosis FBA inhibitors: GDH-TPI coupled enzymes; inhibition, % at 4.8 µM; 360,000 compounds, 1.2% hits; GDH-TPI coupled enzyme counterscreen, NADH absorbance; in the data active = inhibition above about 30%;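 also: 0% = DMSO wells and 100% = wells lacking the enzyme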
An asterisk follows results filed as active; i = inactive; . = not tested or not shown. An excerpt, so the mix of outcomes need not match the whole.

Second line of a record: Mtb FBA inh, GDH-TPI inh, BH1578 lux ind, SSB-PriA inh, UGM FP inh, DUSP3 inh, MazEF act, Rv3671c inh, BioA inh, SARS 3CLpro inh
Cc1cccc(S(=O)(=O)NC(=O)C2(C)CCN2C(=O)Cc2cccs2)c1 (configuration not stated)
→ -3, 4, i, ., ., ., ., ., -2.4, .
O=c1c(-c2ccccc2)nnc2sc(COc3ccc(Br)cc3)nn12
→ 0, 8, i, -5, -3.2, -1, -9, ., -0.6, 1
O=C(CSc1nc2ccccc2[nH]1)c1ccc(Cl)s1
→ 0, -7, i, -11, 0.5, 23, 0, -15, ., 2
CC(C)(C)c1ccc(S(=O)(=O)NCCOCC(F)(F)C(F)F)cc1
→ 3, 3, -0.6, -9, -1.6, 10, 3, -1, 2.1, -1
NS(=O)(=O)OCCCc1ccc(C(F)(F)F)cc1
→ 2, 8, i, -11, 0.1, 9, 5, 1, -2.9, -2
O=C(CSc1nnc(Nc2ccccc2)s1)NCc1ccco1
→ 4, 5, -0.2, 3, -2.0, 26, 5, 5, 0.8, 3
CN1CCC(N(C)CC(=O)Nc2cccc(Oc3ccccc3)c2)CC1
→ -1, 1, -0.3, -18, -3.2, 36, -1, -1, ., -9
C=CCN1C(=O)C(O)(CC(=O)c2ccc(Cl)cc2)c2ccccc21 (configuration not stated)
→ 1, 10, i, 8, -2.2, 23, -10, 2, ., -4
CNc1nc2c(c(=O)n(C)c(=O)n2C)n1CCCc1ccccc1
→ 1, -2, -0.6, -2, 2.6, -8, 2, 7, 1.1, -1
CC1CC(C)CN(S(=O)(=O)c2ccc(C(=O)NCCCn3ccnc3)cc2)C1 (configuration not stated)
→ 1, 17, -0.2, -4, -1.4, 1, 3, -1, 0.3, -2
O=C(/C=C/c1ccc(-c2ccccc2)o1)c1ccccc1
→ -3, 5, -0.4, -17, 1.9, -9, -22, -2, ., 6
CCC(COC)NC(=O)CCc1nnc(Cc2cccc(C(F)(F)F)c2)o1 (configuration not stated)
→ 0, -1, i, -9, 1.6, 18, 0, -7, -2.6, -1
CCN(CC(=O)Nc1ccccc1OC)C(=O)CSCc1ccc(C)cc1
→ 4, 2, 4.4, -10, 2.7, ., -17, -6, -1.5, .
CN(C)C(CNc1ncnc2sc3c(c12)CCCCC3)c1ccco1 (configuration not stated)
→ 3, 7, -0.7, -5, 0.3, 25, -5, 3, ., -6
N#CC1=C(N)Nc2nc3ccccc3n2C1c1ccc(Cl)cc1 (configuration not stated)
→ 2, 5, 1.2, -9, -3.6, 0, 6, -14, ., 4
CCC(=O)c1cn(Cc2ccc(C#N)cc2)c2ccccc12
→ 2, 2, i, -1, -0.1, -36, 2, 3, 1.9, 4
O=C(NNC(=S)NC1CCCCC1)c1ccccc1O
→ 4, 2, -0.4, -13, 3.9, 13, 2, 9, 1.9, -2
COc1ccccc1NS(=O)(=O)c1cccc(C(=O)NCC(c2cccs2)N2CCOCC2)c1 (configuration not stated)
→ -1, -13, i, 5, 1.7, ., 7, -5, -0.1, .
CC(=O)c1ccc(N2CCN(CC(=O)Nc3ccc4c(c3)OCCO4)CC2)cc1
→ 2, 22, -1.1, -15, -1.5, 43, 4, -6, 14, -7
C=CCOC(=O)C1=C[C@H](C(C)(C)C)[C@@H](CCCO)[C@H](OCC)O1
→ 3, 7, -2.4, -6, 1.2, ., 3, 4, 0.7, .

Looked up above.
CNc1nc2c(c(=O)n(C)c(=O)n2C)n1CCCc1ccccc1 in DUSP3 inh = -8
CCN(CC(=O)Nc1ccccc1OC)C(=O)CSCc1ccc(C)cc1 in BioA inh = -1.5

Next part.
Second line of a record: Mtb FBA inh, GDH-TPI inh, BH1578 lux ind, SSB-PriA inh, UGM FP inh, DUSP3 inh, MazEF act, Rv3671c inh, BioA inh, SARS 3CLpro inh
COC(=O)C1Cc2c([nH]c3ccccc23)C(C(C)C)N1 (configuration not stated)
→ 20, 17, i, -12, -2.7, 14, -2, 1, 2.3, -5
Cc1ccc(C)c(OCCC(=O)N(C)CC(=O)Nc2c(C)cccc2C)c1
→ 1, -1, i, 5, 0.8, ., -4, 0, -0.8, .
Cc1ccc(-n2nc3c(=O)n(CCCC(=O)NCc4cccc(F)c4)nc(C)c3c2C)cc1
→ 4, 14, i, -21, 0.4, 12, 0, -4, 7.7, -3
CN(CCc1ccccc1)C(=O)c1cccc(NC(=O)Cc2cccc(NC(=O)C3CCN(C(=O)C4CC4)CC3)c2)c1
→ -1, 1, -1.8, -4, ., ., 9, ., 1.2, .
Cc1cc(C(=O)N(C)CC(=O)Nc2ccccc2C(F)(F)F)c(C)o1
→ 0, 9, -0.6, -7, 0.0, 24, -5, -1, -1.0, 0
CN(CCO)c1nc2c(c(=O)n(Cc3ccc(Cl)cc3)c(=O)n2C)n1C
→ 3, -5, i, 5, -2.6, -1, 3, 6, ., 2
CN(C)CCNC(=S)Nc1cccc(Cl)c1
→ 4, -3, i, -8, 0.0, 13, 8, -6, 0.6, 9
CCN1C(=O)[C@@H]2[C@@H](c3ccc(-c4ccc(C(C)=O)cc4)c(OC)c3)N3CCCC[C@@]3(C(=O)OC)[C@@H]2C1=O
→ 5, 1, i, -5, -0.2, ., -5, 10, -0.9, .
CC1CCc2nc3sc4c(c3c(N)c2C1)CCCC4 (configuration not stated)
→ -1, -5, -0.2, 10, 0.4, -7, 4, 4, ., -5
Oc1cc2c(cc1CN1CCN(c3ccccc3F)CC1)OCO2
→ -1, 5, -4.0, 21, 1.5, -3, 0, -4, -0.2, -4
COc1cc(CC(=O)N/N=C/c2ccc([N+](=O)[O-])cc2)c([N+](=O)[O-])cc1OC
→ 2, 19, 3.1, ., -1.5, 7, 10, 8, ., 2
COc1ccc(-c2cc(NC=O)c3ncc(-c4ccccc4)n3c2)cc1OC
→ 4, 4, -0.9, ., ., ., ., ., 0.4, .
Cc1ccc(-c2c[n+]3c(n2-c2ccccc2)CCC3)cc1
→ 0, 10, -0.4, -13, -1.6, -1, -12, 3, ., -3
Cc1cc(C(=O)COc2ncnc3sccc23)c(C)n1C
→ -1, 17, i, -11, -1.3, 18, 6, 3, -1.7, -2
COc1cccc(NC(=O)CN(C)C(=O)c2ccccc2-c2nc3ccccc3s2)c1
→ -4, -17, i, 9, 2.4, ., -17, -8, -1.2, .
COc1ccc(N2CCN(C(=O)CC34CC5CC(CC(C5)C3)C4)CC2)c([N+](=O)[O-])c1
→ -2, -3, -0.3, 77, -2.0, -2, 2, 8, -0.5, -1
COc1cccc(CCc2nc3ccccc3c(=O)n2N)c1
→ 1, 2, -0.5, -3, -0.3, ., 3, 7, ., .
CCn1cc(C(=O)N2CCN(c3ccccn3)CC2)c(=O)c2cc(S(=O)(=O)N3CCC(C)CC3)ccc21
→ 0, 3, -0.7, 1, 0.1, 6, 8, 1, 6.4, 3
CCC1(C)CC2(CCCN(CCC(=O)c3ccccc3)C2)CCO1 (configuration not stated)
→ -3, 3, -0.3, -8, -0.6, 3, 5, 5, ., 0
CCOc1ncccc1C(=O)Nc1cc(S(=O)(=O)N2CCOCC2)ccc1N1CCCC1
→ -1, 4, -0.3, -3, 4.1, 10, -9, -11, 1.2, 2

Quoted at random: 2 compounds from above.
Second line of a record: Mtb FBA inh, GDH-TPI inh, BH1578 lux ind, SSB-PriA inh, UGM FP inh, DUSP3 inh, MazEF act, Rv3671c inh, BioA inh, SARS 3CLpro inh
COc1ccccc1NS(=O)(=O)c1cccc(C(=O)NCC(c2cccs2)N2CCOCC2)c1 (configuration not stated)
→ -1, -13, i, 5, 1.7, ., 7, -5, -0.1, .
CN1CCC(N(C)CC(=O)Nc2cccc(Oc3ccccc3)c2)CC1
→ -1, 1, -0.3, -18, -3.2, 36, -1, -1, ., -9

(continued)
Second line of a record: Mtb FBA inh, GDH-TPI inh, BH1578 lux ind, SSB-PriA inh, UGM FP inh, DUSP3 inh, MazEF act, Rv3671c inh, BioA inh, SARS 3CLpro inh
O=C(c1cc2cc(Cl)ccc2[nH]1)N1CCc2ccccc2C1
→ 2, 7, -0.3, -1, -2.5, 5, 4, -22, 0.1, 1
CC(=O)Nc1ccnc(-c2cccnc2)n1
→ 1, 2, -0.4, -21, -0.8, 17, -5, 5, ., -4
CCC1SC(=Nc2cccc(C)c2)NC1=O (configuration not stated)
→ 2, 0, -1.3, -3, 1.9, -5, 8, -2, 1.0, -1
CC(=O)c1ccc(NC(=S)N2CCCC(C(F)(F)F)C2)cc1 (configuration not stated)
→ 0, 3, i, -3, 0.2, 29, 5, 3, ., -2
CCCCCCC(=O)Oc1cccc(C2=CC(=O)CC(C)(C)C2=O)c1
→ -3, -10, 2.3, ., ., ., 0, ., 1.5, .
CC12CCC3C(CCCC4CC(=O)CCC43C)C1CCC2O (configuration not stated)
→ 0, 0, ., -7, ., ., -1, ., ., .
CC[n+]1c(/C=C/c2cc([N+](=O)[O-])ccc2O)ccc2ccccc21
→ -4, 11, -0.2, 7, 2.2, -8, -1, -6, 1.5, 1
CC(=O)OC1=Cc2c(ccc3ccc(=O)oc23)OC1(C)C
→ 22, 14, -0.3, -11, 0.4, 31, 10, -6, 0.7, -1
O=C(Nc1cccc2c1C(=O)NC2=O)c1ccccc1[N+](=O)[O-]
→ 3, 5, 2.4, -6, -0.5, 6, 7, -4, ., -1
Cc1coc(NC(=O)CSc2nc(-c3ccncc3)cc(C(F)(F)F)c2C#N)n1
→ 2, 8, i, 4, -3.9, -8, i, -6, -1.3, -2
COc1cc(NC(=O)C23CC4CC(C2)CC(n2nnc(C)n2)(C4)C3)c(OC)cc1Cl
→ 2, 7, -0.4, -13, -0.4, 7, 5, 0, 0.0, -4
CC(C)CCNC(=O)CN1C(=O)CN=C(c2ccccc2)c2ccccc21
→ 4, 5, -2.8, -10, 0.9, 7, 8, 1, -0.1, -2
COc1ccc(C(=O)NCCNc2ccc([N+](=O)[O-])cc2)cc1OC
→ -5, 1, -1.5, -3, 1.1, 12, 4, -1, -0.7, -1
CCC(C)NC(=O)COCc1cc(-c2ccc3c(c2)OCO3)on1 (configuration not stated)
→ 0, -5, -0.5, 12, 0.9, 14, 11, -6, ., -2
COCCNC(=O)c1ccc(-n2c(SCc3ccncc3)nc3ccccc3c2=O)cc1
→ 0, 12, -0.2, 6, 0.2, -20, -3, 2, ., 1
CN(C(=O)c1cccc(C#N)c1)c1nnc(-c2ccncc2)s1
→ 3, 5, i, -9, ., 22, 15, ., 0.5, 3
O=c1cc(-c2ccco2)nc(SCc2cccc(Cl)c2)[nH]1
→ 0, 9, 0.0, 0, -0.1, 10, -3, -42, -1.1, 6
COC(Cn1c(C)c(C(C)=O)c(C(C)=O)c1C)OC
→ 2, 6, i, 2, -1.8, 43, -3, -5, 0.5, 0
O=C1Nc2ccccc2C1(O)C/C(=N/O)c1ccccc1 (configuration not stated)
→ 1, 9, -0.7, ., 2.3, 19, 9, -5, ., -2
CCCn1c(O)c(N=NC(=O)CNC(=O)Cc2ccc(OC)cc2)c2ccccc21
→ 0, 21, 439*, -2, 1.3, 1, 7, 4, -1.2, 4
S=C1SCN(Cc2ccccc2)CN1Cc1ccccc1
→ -1, -6, 0.0, -8, ., 15, -5, ., -1.7, -1
CN(Cc1ccc2c(c1)OCCO2)C(=O)CSc1ncnc2sccc12
→ 1, 1, -3.4, -4, -2.4, ., 2, 7, 2.8, .

Screens (PubChem BioAssay)
